# RGS4-Gao reg: human RGS4-Galphao interaction regulation. P09471. Multiplexed bead flow cytometry, RGS4-Galphao binding; actives lie on both sides. binding response (% of control), % at 10 µM. 220,000 tested, 0.33% active. AID 1415; in the data active = binding response below about 49% or above about 150%; inactive = in between;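 note: fluorescent Galphao activated with aluminum fluoride binding bead-coupled RGS4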
# Target sequence (P09471 whole entry, looked up): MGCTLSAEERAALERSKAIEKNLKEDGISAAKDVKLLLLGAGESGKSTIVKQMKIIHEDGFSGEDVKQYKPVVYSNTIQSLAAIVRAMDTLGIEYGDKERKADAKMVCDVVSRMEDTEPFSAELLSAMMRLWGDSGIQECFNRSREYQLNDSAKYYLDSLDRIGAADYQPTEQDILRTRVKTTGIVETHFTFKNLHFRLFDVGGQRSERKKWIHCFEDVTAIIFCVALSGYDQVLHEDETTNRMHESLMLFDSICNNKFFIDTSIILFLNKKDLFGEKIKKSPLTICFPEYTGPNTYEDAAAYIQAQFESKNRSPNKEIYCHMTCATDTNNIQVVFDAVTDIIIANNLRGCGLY
# RGS7-Gao reg: modulates binding of RGS7 to human Galphao; Multiplexed bead flow cytometry; actives lie on both sides; binding response (% of control), % at 10 µM; 220,000 tested, 0.35% active; AID 1439; in the data active = binding response below about 49% or above about 150%; inconclusive = no clear call, values can overlap the other calls; inactive = in between;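 note: fluorescent Galphao held in activated GDP-AlF4 state binding bead-coupled RGS7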
# ABCG2 inh: human ABCG2 inhibition, ABCB1 as counter-screen; Q9UNQ0; IgMXP3 cells, JC-1 efflux, flow cytometry; inhibition, % at 6.6 µM; 190,000 tested, 0.1% active; AID 1325;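 active = inhibition above 80%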;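 note: 0% = DMSO and 100% = nicardipine control wells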
#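 Incubation: cells with compound and JC-1, 10 min at 25 °C, rotating, no wash / Test system: IgMXP3 (ABCG2) plus far-red-tagged CCRF-Adr (ABCB1) cells / Compound dosing: one concentration, 6.6 µM final / Also added: JC-1 fluorescent substrate / Evaluation: efflux inhibition in percent versus controls / Detection: flow cytometry, 530 nm JC-1 signal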
# Avidin fluor: avidin bead compound fluorescence profile; Avidin beads, compound fluorescence 488/530 nm, flow cytometry; hits give high values; fluorescence (KMESF) at 10 µM; 220,000 tested, 0.38% active; AID 1775; in the data active = fluorescence above about 47; note: inactives centre near 10
# Bcl-W Bim block: human Bim-Bcl-W interaction inhibition. Q92843. bead-based flow cytometry, Bim peptide-Bcl-W binding. inhibition, % at 10 µM. 190,000 tested, 0.02% active. AID 952;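 note: 0% = bound tracer without compound and 100% = peptide blocker; higher means less fluorescent Bim peptide bound to Bcl-W beads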
# Target sequence (Q92843 whole entry, looked up): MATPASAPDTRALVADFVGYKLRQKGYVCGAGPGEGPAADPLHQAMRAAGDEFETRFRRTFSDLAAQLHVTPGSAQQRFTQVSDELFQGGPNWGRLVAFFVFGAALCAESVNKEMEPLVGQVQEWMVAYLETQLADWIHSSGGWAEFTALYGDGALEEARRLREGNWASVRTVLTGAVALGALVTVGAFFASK
# Bcl-XL Bim block: inhibitors of Bim-Bcl-XL interaction, human; Q07817; Bim peptide-Bcl-XL binding, bead flow cytometry, fluorescence; inhibition, % at 10 µM; 190,000 tested, 0.04% active
# Bcl-2 Bim block: disrupts Bim peptide binding to human Bcl-2 | inhibition, % at 10 µM | AID 950 | P10415 | Bead-based flow cytometry, Bim peptide-Bcl-2 binding | 190,000 tested, 0.06% active; in the data active = inhibition above about 40%; inconclusive = no clear call, values can overlap the other calls;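 note: 0% = no compound wells with probe peptide and 100% = reference peptide inhibitor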
# Target sequence (P10415 whole entry, looked up): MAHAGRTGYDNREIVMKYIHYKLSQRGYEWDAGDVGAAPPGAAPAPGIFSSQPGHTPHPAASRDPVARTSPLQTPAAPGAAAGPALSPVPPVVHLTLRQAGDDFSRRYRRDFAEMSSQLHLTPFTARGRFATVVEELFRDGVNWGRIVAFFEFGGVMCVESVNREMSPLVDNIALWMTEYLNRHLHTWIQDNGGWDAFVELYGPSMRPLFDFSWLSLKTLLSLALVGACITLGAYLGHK
# Bim-Bcl-B: inhibitors of Bim-Bcl-B interaction, human | Q9HD36 | bead-based flow cytometry, Bim peptide-Bcl-B binding | inhibition, % at 10 µM | 190,000 tested, 0.073% active | AID 951;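 note: 0% = tracer peptide without compound and 100% = reference inhibitor peptide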
# Target sequence (Q9HD36 whole entry, looked up): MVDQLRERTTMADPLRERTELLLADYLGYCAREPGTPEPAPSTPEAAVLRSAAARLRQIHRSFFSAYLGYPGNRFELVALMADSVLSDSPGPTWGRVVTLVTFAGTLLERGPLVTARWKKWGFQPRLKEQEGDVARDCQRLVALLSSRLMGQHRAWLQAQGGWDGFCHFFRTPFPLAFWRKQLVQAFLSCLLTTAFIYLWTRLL
# GSH fluor: GSH bead compound fluorescence profile. GSH beads flow cytometry, compound fluorescence 488/530 nm; hits give high values. fluorescence (KMESF) at 10 µM. 190,000 tested, 0.25% active; in the data active = fluorescence above about 89;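 note: glutathione beads carrying GST-tagged Bcl family fusion proteins plus one bare bead set; values are compound well signal with DMSO vehicle wells as background; inactives centre near 16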
# Bim-Bfl-1: disrupts Bim binding to human Bfl-1. Q16548. Bead-based flow cytometry, Bim-Bfl-1 binding inhibition. inhibition, % at 10 µM. 190,000 tested, 0.12% active. AID 1008;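 note: 0% = wells without compound plus tracer and 100% = blocker peptide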
# ABCB1 inh: human ABCB1 inhibition, ABCG2 as counter-screen; CCRF-Adr cells, JC-1 efflux, flow cytometry; inhibition, % at 6.6 µM; 190,000 tested, 0.067% active; in the data active = inhibition above about 40%;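 note: 0% = vehicle and 100% = reference inhibitor; higher value means more JC-1 retained so stronger ABCB1 efflux block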
# Numbers without * were called inactive; ? = inconclusive; / = not tested or not shown. Cut-off read from the data, not from the text of the source, unless noted: active = inhibition above about 40%.
SMILES,RGS4-Gao reg,RGS7-Gao reg,ABCG2 inh,Avidin fluor,Bcl-W Bim block,Bcl-XL Bim block,Bcl-2 Bim block,Bim-Bcl-B,GSH fluor,Bim-Bfl-1,ABCB1 inh
CC(C)=CC(=O)OCC(=O)NC(=O)NC(C)(C)C,99,101,1,6,-1,6,-1,-5,37,-9,0.2
Cc1ccc(-c2cc(C(=O)N3CCOCC3)c3ccccc3n2)cc1,96,97,4,39,-3,0,1,0,16,1,1.4
CCOC(=O)C(CC)n1nc(C)n2c(cc3occc32)c1=O (stereo not given),93,94,3,38,0,0,-1,-2,19,-2,0.7
CCn1c(NCc2ccco2)nc2ccccc21,99,97,18,9,2,2,0,1,25,3,-0.1
CCCSc1nc(N2CCOCC2)c2c(c1C#N)CC(C)(C)SC2,96,101,1,7,-2,-11,-9,-7,35,-11,0.1
CC(C)C(C(=O)Nc1ccc2c(c1)OCCO2)N1C(=O)c2ccccc2C1=O (stereo not given),97,95,5,8,4,0,-6,-4,10,-9,1.3
Cc1ccc(S(=O)(=O)NCCC2(C(C)C)CCOC(C)(C)C2)cc1 (stereo not given),101,100,4,21,-1,3,0,1,11,0,1.2
CCN1CCN(CCOc2ccc(Br)cc2C)CC1,104,114,2,10,0,-1,1,3,26,0,0.5
CC(C)Cc1nnc(NS(=O)(=O)c2ccc(Cl)cc2)s1,99,101,-4,8,0,-2,-15,-8,24,-12,-2.6
O=C(C1CCCN(S(=O)(=O)c2ccc(F)cc2)C1)N(Cc1cccs1)C1CC1 (stereo not given),99,96,2,13,1,0,0,-1,10,-3,1.3

# As entered above.
# Entry of `Cc1ccc(S(=O)(=O)NCCC2(C(C)C)CCOC(C)(C)C2)cc1` (stereo not given) in RGS7-Gao reg: 100
# Entry of `CC(C)C(C(=O)Nc1ccc2c(c1)OCCO2)N1C(=O)c2ccccc2C1=O` (stereo not given) in RGS7-Gao reg: 95

# (further entries)
SMILES,RGS4-Gao reg,RGS7-Gao reg,ABCG2 inh,Avidin fluor,Bcl-W Bim block,Bcl-XL Bim block,Bcl-2 Bim block,Bim-Bcl-B,GSH fluor,Bim-Bfl-1,ABCB1 inh
COc1ccc(/C(N)=N/OC(=O)c2ccc(OC)c([N+](=O)[O-])c2)cc1OC,115,112,9,8,0,-2,-1,3,14,2,2.0
N#CC1=C(N)NC(SCC(=O)Nc2ccc(Br)cc2)=C(C#N)C12CCCCC2,101,104,0,12,3,-1,-10,-9,55,-11,-0.1
OC(CN1CCOCC1)C12CC3CC(CC(C3)C1)C2 (stereo not given),98,99,1,10,-1,-2,-4,-8,32,-7,-0.8
O=C(CSCc1ccccc1)Nc1ccc(Cl)cn1,104,104,0,27,-4,-2,-2,0,16,-4,-0.2
CC(c1ccccc1)N1C(=O)CC(Sc2ncccc2C(=O)O)C1=O (stereo not given),86,90,2,10,-2,-3,0,-5,28,0,0.5
COc1ccc(OCc2nnc(SCC(=O)N3CCCc4ccccc43)n2-c2ccc(C)cc2)cc1,95,95,5,5,3,0,-5,-1,5,-9,4.0
Cc1cc(NC(=O)c2ccccc2-c2ccccc2)ccc1Br,108,110,48,15,3,-4,7,3,4,6,2.6
O=C(c1cnccn1)N(Cc1cccs1)C1(C(=O)NC2CCCCC2)CCCCC1,115,108,-8,12,1,1,0,-2,18,0,1.8
C=CCOc1ccc(CNc2ccc3[nH]c(=O)[nH]c3c2)cc1OC,104,?,-1,7,4,0,5,2,21,11,-0.6
COC(=O)CCCC(=O)Nc1ccc(Br)cc1,105,103,0,5,-3,-6,-3,-6,19,-1,-0.6
Cc1ccc(-c2csc3nc(SCC(N)=O)n(Cc4ccccc4)c(=O)c23)cc1,102,103,2,3,0,0,-2,-3,4,-1,2.0
CCCOc1ccc(CCc2n[nH]c(=S)n2Cc2ccccc2)cc1,100,100,4,10,-5,-9,-3,-9,31,-1,0.5
Cc1c(Cl)cccc1NC(=O)NC1CCCCC1,102,103,18,19,-1,-8,-14,-7,24,-16,-0.1
COCCn1c(SCC(=O)Nc2sc(C)c(C)c2C#N)nnc1C(C)C,101,101,13,17,-2,-6,-5,-4,24,-5,1.8
CCOC(=O)C1CCN(C(=O)CC2C(=O)N(Cc3ccccc3)C(C)c3nc4ccccc4n32)CC1 (stereo not given),98,101,34,23,0,-5,-4,-11,32,-14,12
N=c1c2c(-c3ccccc3)c(-c3ccccc3)n(Cc3ccco3)c2ncn1Cc1ccccc1,97,98,7,14,0,2,4,0,12,2,8.2
CCN(CC)CCNC(=O)c1cc(-c2ccco2)nc2ccccc12,97,93,4,10,1,2,0,1,12,0,0.2
CC1CCCCN1S(=O)(=O)c1ccc(NC(=O)c2ccco2)cc1 (stereo not given),104,107,3,15,0,-2,-11,-7,32,-17,0.6
CCn1c(-c2cc3c(C(F)(F)F)nn(C)c3s2)n[nH]c1=S,93,102,1,9,1,1,0,-9,23,0,-0.2
CC1CCCCC12NC(=O)N(CC(=O)Nc1ccc(S(=O)(=O)N3CCOCC3)cc1)C2=O (stereo not given),103,101,1,7,-1,5,-9,-6,28,-16,0.3
CCOC(=O)C1CCCN(C(=O)c2cn(C)c3ccc(S(=O)(=O)N4CCCC4)cc3c2=O)C1 (stereo not given),99,99,2,4,5,4,-7,-11,47,-9,0.3
O=C(OCc1nc2ccccc2s1)c1ccccc1O,97,101,2,27,-3,-4,-4,-7,58,-9,-0.5
O=C(CN1CCC(n2nnc3cc(F)ccc32)CC1)Nc1ccc2c(c1)CCC2,/,/,12,/,-8,-7,-4,-3,21,-8,3.0
CC1CCC(C(C)C)C(OCC(O)CNC(C)c2ccccc2)C1 (stereo not given),103,101,1,14,-5,-7,-6,-3,24,-8,0.7
CC(=O)Nc1ccc(NC(=O)C2CCN(c3ccc(C(F)(F)F)cn3)CC2)cc1,97,98,0,6,0,-1,-2,0,10,-2,-0.1
N#CCCN(Cc1cccnc1)S(=O)(=O)c1ccc(S(=O)(=O)N2CCCCCC2)cc1,99,96,1,20,0,-1,4,-2,19,0,0.6
CCc1cccc(NC(=O)CCNS(=O)(=O)c2cccc3nonc23)c1,108,105,4,22,-3,-4,-5,-3,14,-10,0.7
CCOC(=O)c1cc(-c2ccccc2)sc1NC(=O)COC,100,101,2,10,0,0,0,-1,9,-3,0.0
Cc1ccsc1/C=N/NS(=O)(=O)c1ccc([N+](=O)[O-])cc1,98,97,4,17,-8,-11,-7,-8,11,-16,0.8
O=S(Cc1ccc(Br)cc1)Cc1nnc(SCc2c(Cl)cccc2Cl)n1-c1ccccc1 (stereo not given),92,90,-4,8,-3,-6,-1,-2,33,-7,2.1
CC(=O)Nc1ccccc1C(=O)C(=O)Nc1ccc(C(=O)N2CCOCC2)cc1,99,104,4,23,0,-2,1,-2,11,-6,0.7
CC(C)CC(=O)NC(=S)Nc1ccccc1C(F)(F)F,99,99,1,4,-4,-4,3,-12,10,0,2.4
O=C1NCCN1C(=O)c1cccc(Cl)c1,104,99,/,5,1,-1,0,-4,17,-13,/
CCOC(=O)N1CCC(Nc2ccc3nnc(-c4ccccc4)n3n2)CC1,101,103,7,8,4,0,-6,2,10,-10,0.8
Cc1nn(-c2ccccc2)c2sc(C(=O)NC3CCCCC3)cc12,100,102,1,6,3,6,-5,-3,31,-9,0.5
N#Cc1c(NC(=O)CCCN2C(=O)c3ccccc3C2=O)oc(-c2ccccc2)c1-c1ccccc1,98,100,8,17,0,-7,-15,-13,21,-16,2.9
CCOC(=O)c1c(-c2ccc(C)o2)csc1NC(=O)CN1CCCCC1,97,100,13,12,0,-1,0,-2,26,-7,1.4
CS(=O)(=O)N(Cc1ccccc1)c1ccccc1C(=O)N1CCN(c2ccccc2)CC1,104,105,0,9,6,2,-4,-4,10,-6,0.8
O=C(CSCc1c(Cl)cccc1Cl)NCc1cccnc1,83,83,5,23,-4,-3,0,-1,54,-6,1.3
CC(=O)C(N=Nc1ccccc1)(Sc1nnc(-c2ccccc2)n1-c1ccccc1)C(C)=O,109,106,1,7,2,-3,0,-8,25,-11,0.6
CCOC(=O)N1CCC(N(CCN(C)C)C(=S)Nc2ccccc2OCC)CC1,101,105,0,24,-4,-5,-6,-10,11,-13,0.2
CC(C)(C)c1ccc(/C=N/NC(=O)C(=O)NCCCN2CCOCC2)cc1,95,96,-3,4,0,-1,0,-1,6,1,-0.1
CC(O)c1cccc(NC(=O)Cc2cccc3ccccc23)c1 (stereo not given),99,103,4,8,-3,-1,4,-2,8,-2,0.8
CCN(c1cccc(C)c1)c1nc2ccsc2c(=O)s1,95,94,4,6,-5,-2,-1,-2,10,0,0.8
CCOC(=O)Cn1c(=O)oc2cc(S(=O)(=O)NCCc3ccc(C)cc3)ccc21,87,90,2,3,3,5,0,2,26,3,0.3
O=C(CCS(=O)(=O)c1ccccc1)Nc1ccc2c(c1)C(=O)NC2=O,99,103,1,6,0,-1,-9,-5,19,-6,-0.5
CCOC(=O)c1cnc2nc(NCc3ccc(OC)c(OC)c3)[nH]n2c1=O,97,98,32,36,-7,-13,-10,-10,28,-20,1.3
Cc1ccc2[nH]c3c(=O)n(CCCN4CCOCC4)cnc3c2c1,98,97,2,21,-1,0,-4,-6,26,-9,0.3
CCOC(=O)C1=C(c2ccccc2)NC(=S)NC1c1cc([N+](=O)[O-])ccc1OC (stereo not given),101,100,1,5,0,0,0,-5,19,5,1.1
Cc1nc(NC(=O)CSc2nnc(Cn3nnc4ccccc43)n2C)sc1C,93,92,3,9,0,-2,1,4,9,6,0.3
# More compounds follow.
SMILES,RGS4-Gao reg,RGS7-Gao reg,ABCG2 inh,Avidin fluor,Bcl-W Bim block,Bcl-XL Bim block,Bcl-2 Bim block,Bim-Bcl-B,GSH fluor,Bim-Bfl-1,ABCB1 inh
CCCCN(C(=O)NC(=O)Nc1ccccc1OC)S(C)(=O)=O,104,98,3,37,-1,-2,0,-1,14,0,0.3
S=C(NCc1ccccn1)Nc1ccc(Cl)cc1Cl,102,97,4,10,-2,2,-11,-13,31,-15,1.0
O=C(Nc1ccc(Br)c2cccnc12)c1ccc(Cn2cc(Cl)cn2)o1,100,99,0,12,0,-1,2,-3,22,0,-0.1
Cc1c2c(c(C)n1C)C(C(=O)NC1CCCCC1)N(Cc1ccccc1)C2=O (stereo not given),85,97,3,6,0,-3,-2,0,13,-1,0.8
O=C(NCCc1ccccc1)c1cccnc1,100,98,0,6,1,-1,-7,-5,69,-12,0.2
COC(=O)C(C(=O)OC)C(C[N+](=O)[O-])c1ccc(OC)c(OC)c1 (stereo not given),99,100,1,12,5,1,-1,2,8,0,0.1
O=C(c1ccccn1)N1CCN(c2ccc(C(F)(F)F)cn2)CC1,102,102,14,6,-3,-1,4,1,64,7,3.1
Cc1ccc(NC(=O)Cn2c(=O)n(CCCCC(=O)NCc3ccco3)c(=O)c3ccccc32)cc1,97,97,-4,5,-2,1,-7,-11,34,-9,-2.4
CCOc1ccc(CN(C)CC(=O)Nc2ccc(N3CCOCC3)cc2)cc1OC,99,97,14,7,-4,-6,-8,-7,17,-14,1.5
